# Screens: PubChem BioAssay, Sanford-Burnham Center for Chemical Genomics
# MT1-MMP txn act = activates MT1-MMP transcription | HT1080 MT1-MMP promoter luciferase reporter, luminescence, overnight; hits give high values | activation factor at 10 µM | 86,000 tested, 0.16% active;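 active = activation factor of at least 2 for MT1-MMP transcription at 10 µM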
# * hit, by the source's call; & = joins results of further samples. Not all compounds are listed; count on the stated rates, not on these rows.
MT1-MMP txn act | canonical_smiles
1.1 | COC(=O)[C@@]1(Cc2ccccc2)[C@H]2c3cc(C(=O)N(C)C)n(Cc4ccc(S(C)(=O)=O)cc4)c3C[C@H]2CN1C(=O)c1ccccc1
1 | CCCCCCCCCC(=O)OCC(O)CO (centres undefined)
1.1 | COCCN1C(=O)C(=O)/C(=C(/O)c2ccc(OCC(C)C)cc2)C1c1cccnc1 (centres undefined)
0.9 | CNC(=O)C1(CC(C)C)C=CCN1C(C)=O (centres undefined)
1.1 | O=C(O)CCCNC(=O)Nc1ccccc1
1.1 | CS(=O)(=O)n1nc(C(=O)N2CCOCC2)nc1N
1.2 | O=C(Cn1cc2c(n1)CCCCC2)NCc1cccs1
1.2 | COC(=O)[C@@]1(Cc2ccc(OC)cc2)[C@H]2c3cc(C(=O)N4CCCC4)n(Cc4cc(F)c(F)c(F)c4)c3C[C@H]2CN1C(=O)c1ccccc1
1.3 | COc1ccc(-c2nnc3sc(-c4c(OC)cccc4OC)nn23)cc1
1.1 | CCOC(=O)C1=C(C)N(CCCC(=O)O)C(=O)NC1c1ccc(Br)cc1 (centres undefined)
1.1 | CCCCCCn1c(CN2CCN(C)CC2)nc2c1c(=O)n(C)c(=O)n2C
1.1 | O=C(NC1CCCC1)C1C2C=CC3(CN(Cc4cccs4)C(=O)C13)O2 (centres undefined)
1 | CCCC(=O)Nc1ccc(OCC(O)CNC(C)C)c(C(C)=O)c1 (centres undefined)
1.1 | CC(=O)O[C@H]1C[C@@H]2CC[C@@H]3[C@H](CC[C@@]4(C)[C@H]3C[C@H]([N+]3(C)CCCCC3)[C@@H]4OC(C)=O)[C@@]2(C)C[C@@H]1[N+]1(C)CCCCC1
1 | COc1cc2c(c(OC)c1)C(c1cccc(OC)c1OC)CC(=O)N2 (centres undefined)
0.7 | CCc1nc(N)nc(N)c1-c1ccc(Cl)cc1
1.4 | Cc1cccc(Nc2ncnc3nc[nH]c23)c1
1.2 | CCC1=C2CC[C@H]3C(=O)N(CC)C(=O)[C@H]3[C@H]2[C@@]2(Cc3ccccc3)C(=O)N(Cc3ccccc3)C(=O)N2C1=O
1.1&0.8 | O=C(O)CN(CCO)CCN(CC(=O)O)CC(=O)O
0.9 | CC(=O)[C@@]1(O)CC[C@H]2[C@@H]3CCC4=CC(=O)CC[C@]4(C)[C@H]3CC[C@@]21C
1.1 | CC1=C(C(=O)OCc2ccccc2)C(c2cccc3ccccc23)NC(=O)N1CCCC(=O)O (centres undefined)
1 | COc1cccc(C(c2sc3ncnn3c2O)N2CCc3ccccc3C2)c1 (centres undefined)
1 | COc1ccc(NC(=O)CSc2nnc(Cn3c(=O)sc4ccccc43)n2C)cc1OC
1 | Cc1ccc(N2CCn3c2nc2c3c(=O)n(CCc3ccccc3)c(=O)n2C)cc1
1.1 | CN/C(=C/[N+](=O)[O-])NCCSCc1ccc(CN(C)C)o1
1 | Cc1nc2c(cnn2-c2ccc(Cl)cc2)c(=O)n1-c1ccc2c(c1)OCCO2
1.2 | CCOC(=O)c1cc2c(=O)n3cccc(C)c3nc2n(Cc2cccnc2)c1=N
1 | COC(=O)c1cc(OC)c(OC)cc1NC(=O)c1cccnc1
1.2 | CSc1nc(-c2ccccc2O)nc(-c2ccccc2O)n1
1.1 | COC(=O)CCCCCN1C(=O)NC(CC2CC2)C(C(=O)OCc2ccccc2)=C1C (centres undefined)

# Ordered by molar mass (ascending): 15 of the compounds above
MT1-MMP txn act | canonical_smiles
1.1 | O=C(O)CCCNC(=O)Nc1ccccc1
1.4 | Cc1cccc(Nc2ncnc3nc[nH]c23)c1
0.7 | CCc1nc(N)nc(N)c1-c1ccc(Cl)cc1
1.1 | CS(=O)(=O)n1nc(C(=O)N2CCOCC2)nc1N
1.1 | CN/C(=C/[N+](=O)[O-])NCCSCc1ccc(CN(C)C)o1
1 | CCCC(=O)Nc1ccc(OCC(O)CNC(C)C)c(C(C)=O)c1 (centres undefined)
1 | COc1cc2c(c(OC)c1)C(c1cccc(OC)c1OC)CC(=O)N2 (centres undefined)
1.1 | O=C(NC1CCCC1)C1C2C=CC3(CN(Cc4cccs4)C(=O)C13)O2 (centres undefined)
1.1 | CCCCCCn1c(CN2CCN(C)CC2)nc2c1c(=O)n(C)c(=O)n2C
1.2 | CCOC(=O)c1cc2c(=O)n3cccc(C)c3nc2n(Cc2cccnc2)c1=N
1 | COc1cccc(C(c2sc3ncnn3c2O)N2CCc3ccccc3C2)c1 (centres undefined)
1.1 | COCCN1C(=O)C(=O)/C(=C(/O)c2ccc(OCC(C)C)cc2)C1c1cccnc1 (centres undefined)
1.1 | CCOC(=O)C1=C(C)N(CCCC(=O)O)C(=O)NC1c1ccc(Br)cc1 (centres undefined)
1.1 | CC(=O)O[C@H]1C[C@@H]2CC[C@@H]3[C@H](CC[C@@]4(C)[C@H]3C[C@H]([N+]3(C)CCCCC3)[C@@H]4OC(C)=O)[C@@]2(C)C[C@@H]1[N+]1(C)CCCCC1
1.2 | COC(=O)[C@@]1(Cc2ccc(OC)cc2)[C@H]2c3cc(C(=O)N4CCCC4)n(Cc4cc(F)c(F)c(F)c4)c3C[C@H]2CN1C(=O)c1ccccc1

# (listing goes on)
MT1-MMP txn act | canonical_smiles
1.1 | Cc1oc(-c2ccc(Cl)cc2)nc1CN1CCC(C(=O)N2CCN(c3ccccn3)CC2)CC1
1.5 | NC(=O)c1ccsc1NC(=O)c1cccs1
1.1 | Cc1ccc(OCCNC(=O)c2ccccc2N)cc1
1.2 | O=C1C(=O)N(CCCN2CCOCC2)C(c2cccs2)/C1=C(/O)c1ccc2c(c1)OCO2 (centres undefined)
1.2 | COC(=O)[C@@]1(Cc2ccccc2)[C@H]2c3cc(C(=O)N4CCCC4)n(Cc4cc(F)cc5c4OCOC5)c3C[C@H]2CN1C(=O)c1ccccc1
1.2 | N#Cc1ccc(C=NC(c2ccccc2)c2ccccc2)cc1
1.2 | Cc1nn(-c2ccccc2)nc1CNC(=O)C(C)Cc1ccccc1 (centres undefined)
1 | Cc1noc(C(=O)Nc2c(C)n(C)n(-c3ccccc3)c2=O)c1Cl
1.1 | COC(=O)[C@@H]1C[C@@]2(O)[C@@H](O)[C@@H](O)[C@@H](O)C[C@H]2N1Cc1ccc(-c2ccccc2)cc1
1.2 | C=CCSc1nc2c(c(=O)[nH]c(=O)n2C)n1Cc1ccc(C)cc1
1.1 | N=C(N)N1CCc2ccccc2C1
1.1 | O=C(NC1CCCCCC1)c1nnc(Cc2ccc(Cl)cc2)o1
1 | CCCCNC(=O)c1cn(C)c2ccc(S(=O)(=O)N3CCOCC3)cc2c1=O
1.2 | CCC/C=C(\CCC)C(NC(=O)c1ccc(-c2ccccc2)cc1)c1ccc(C(=O)OC)cc1 (centres undefined)
1.2 | Cc1cccc(-c2c3c(=O)n(C)c(=O)n(C)c3c3c(C)cc(C)nn23)c1
1.2 | C[C@@H](C(=O)Nc1ccc2ccccc2c1)[C@@H]1C[C@@]1(C)[C@@H](NC(=O)Oc1ccc(F)cc1)c1ccccc1
1.3 | CC(=O)c1cc(CN2CCCCC2)cc(OC(C)C)c1
1.2 | CC(COc1ccccc1)N(CCCl)Cc1ccccc1 (centres undefined)
1.3 | CCC/C=C(\CCC)C(NS(=O)(=O)c1ccc(C(F)(F)F)cc1)c1ccccc1 (centres undefined)
1.1 | COc1ccc(-c2nnc(CSc3nc4ccccc4c(=O)n3CC3CCCO3)o2)cc1OC (centres undefined)
1.2 | COc1ccc(Cl)cc1N1CC(c2nc3ccccc3[nH]2)CC1=O (centres undefined)
1.2 | O=C(NCc1ccco1)c1nnc(Cc2ccc(F)cc2)o1
1.2 | CCC1=C(OC(=O)N(CC)CC)N2C(=O)OC(=NCCc3c[nH]c4ccccc34)[C@]2(Cc2ccccc2)[C@H]2C1=CC[C@H]1C(=O)N(CC(=O)OC)C(=O)[C@H]12
1.1 | CS(=O)(=O)c1ccc2nc(NC(=O)Cc3ccccc3)sc2c1
1.1 | CCCCCNC(=O)C(C#N)c1nc2ccccc2nc1N1CC(C)OC(C)C1 (centres undefined)
0.9 | CCCN(CCC)c1nc2ccccc2nc1C(C#N)C(=O)OC(C)COC (centres undefined)
1.2 | CCC(c1nnnn1C(C)(C)C)N(Cc1cc2cccc(C)c2n2nnnc12)C1CCCC1 (centres undefined)
1 | Cc1cccc(N2CC(c3nc4ccccc4n3C)CC2=O)c1C (centres undefined)
1.2 | CC1CCN(S(=O)(=O)c2ccc(S(=O)(=O)N3CCCN(Cc4ccccc4)C3)cc2)CC1
1.1 | c1ccc(-c2ccc(C(c3ccccc3)n3ccnc3)cc2)cc1 (centres undefined)
1 | Cn1c(=O)[nH]c(=O)c2c1nc(N1CCCCC1)n2CCSc1ncccn1
1.2 | C[C@@H](C(=O)NCc1nc2ccccc2[nH]1)[C@@H]1C[C@@]1(C)[C@@H](NC(=O)OCc1ccccc1)c1ccccc1
1.1 | C=CCOc1ccc(C2c3c(oc4ccccc4c3=O)C(=O)N2c2ccccn2)cc1OCC (centres undefined)
1.1 | Cc1oc(-c2ccc(Cl)cc2)nc1CN1CCCC(C(=O)N2CCc3ccccc32)C1 (centres undefined)
1.1 | CC1(C)S[C@@H]2[C@H](NC(=O)[C@H](N)c3ccccc3)C(=O)N2[C@H]1C(=O)O
1.2 | CC(C)c1nnc(NC(=O)Cc2cccs2)s1
1.1 | COC(=O)c1ccc2c(c1)NC(=O)C1CCCN21 (centres undefined)
1.2 | N#Cc1ccc(C23CC4(C2)[C@H](CN(Cc2ccc(-c5ccccc5)cc2)[C@@H]4c2ccccc2)C3c2ccc(Cl)nc2)cc1 (some centres undefined)
1 | CCn1cc(C(=O)O)c(=O)c2cnc(N3CCN(C(=O)Nc4ccccc4)CC3)nc21
1 | c1ccc(-c2nc3cc(Cc4ccc5oc(-c6ccccn6)nc5c4)ccc3o2)nc1
1.3 | COCCn1c(SCC(=O)Nc2ccc3c(c2)OCCO3)nc2c(c1=O)SC(C)C2 (centres undefined)
1.1 | COc1ccc(C2c3c(oc4ccccc4c3=O)C(=O)N2CCCN2CCOCC2)cc1 (centres undefined)
1.1 | C=CCn1c(SCC(=O)NCc2ccco2)nc2sc3c(c2c1=O)CCCCC3
1 | Cc1ccccc1CSc1nnc(Cn2c(=O)sc3ccccc32)n1C
1.4 | COC(=O)c1ccc(C(NC(=O)OCc2ccccc2)/C(C)=C/[C@@H](C)C(=O)NCc2ccc(OC)c(OC)c2)cc1 (some centres undefined)
1.2 | CCC1=C2CC[C@H]3C(=O)NC(=O)[C@H]3[C@H]2[C@@]2(Cc3ccccc3)C(=NCc3ccccc3)OC(=O)N2C1=O
1.3 | Clc1cccc(-c2nnc3sc(-c4ccccc4)nn23)c1
1.2 | CCc1ccc(C2CC(c3ccccc3)Nc3nc(N)nn32)cc1 (centres undefined)
1 | CCOc1ccc(-n2nc(C(=O)N3CCOCC3)c3ccccc3c2=O)cc1
1.1 | CC(C)Cn1c(N)c(C(=O)COC(=O)c2cc(C(F)(F)F)nc3c(C(F)(F)F)cccc23)c(=O)n(C)c1=O
1.1 | O=S(=O)(NCc1csc(-c2ccccc2)n1)c1ccc(Cl)s1
1.1 | COC(=O)[C@@]1(Cc2ccc(OC)cc2)[C@H]2c3cc(C(=O)N4CCCC4)n(Cc4ccsc4Br)c3C[C@H]2CN1C(=O)c1ccccc1
1.2 | CN(C)CCNC(=O)c1ccc(CS(=O)(=O)c2ccc(Br)cc2)o1
1 | CC(C)c1nc2oc3c(N4CCNCC4)ncnc3c2c2c1CCC2
1.1 | O=C(c1csc2c1CCCC2)n1cccn1
1.1 | Cn1c(=O)c2c(nc(N3CCC(C(N)=O)CC3)n2CCSc2nc3ccccc3s2)n(C)c1=O
1.1 | CSC1=Nc2sc3c(c2C2=NCCN12)CC(C)(C)OC3
1.1 | CC(C)CN(CC(C)C)c1nnc(N)s1
1 | COc1ccc(CCNc2oc(COc3ccccc3Cl)nc2C#N)cc1OC
1 | CCOc1cc2[nH]c(=O)n(Cc3ccc(C(=O)NCCOC)cc3)c(=O)c2cc1OCC

# (more compounds)
MT1-MMP txn act | canonical_smiles
1 | CCOC(=O)c1sc(NC(=O)C(CC)Sc2nnc3c4ccccc4n(CC)c3n2)nc1C (centres undefined)
1.8 | COc1ccc(CCn2c(=N)c(C(=O)NCc3ccco3)cc3c(=O)n4ccccc4nc32)cc1OC
1.3 | CN(C)c1ccc(-c2nn3c(-c4ccncc4)nnc3s2)cc1
1.4 | CC(C)=C1C(=O)C(c2ccccc2)=C2CN3C(=O)N(CCc4ccccc4)C(=O)[C@]3(Cc3ccccc3)[C@H]21
1.1 | O=C(NCc1ccc2c(c1)OCO2)c1cc2c(s1)CSC2
1.2 | CC1CCCCC1NC(=O)CN1C(=O)CSc2cc(S(=O)(=O)N3CCCCCC3)ccc21 (centres undefined)
1.1 | COc1cccc(NC(=O)N2CCN(Cc3nc4ccccc4c(=O)[nH]3)CC2)c1
1 | Cc1ccc(C(=O)NC2CC3CCCC(C2)N3C(=O)NC2CCCCC2)cc1 (centres undefined)
1 | Cn1c(=O)c2c(nc(CN3CCc4ccccc4C3)n2CCc2ccccc2)n(C)c1=O
1 | CCCN1Cc2cccc(C(=O)Nc3ccc(CN4CCCC4)cc3)c2C1=O
1 | CCOC(=O)C1=C(COc2ccccc2)NC(=O)NC1c1ccc(Br)cc1 (centres undefined)
1.1 | COc1cccc(C2C(C(=O)c3ccc(C)o3)=C(O)C(=O)N2CCCN(C)C)c1 (centres undefined)
0.1 | Cc1nnc(Sc2nc(Sc3nnc(C)s3)nc(N3CCN(C)CC3)n2)s1
1.2 | O=c1c2ccccc2[nH]c(=S)n1CCN1CCC(=C(c2ccc(F)cc2)c2ccc(F)cc2)CC1
1.2 | c1ccc(Cn2ncc3c2ncn2nc(-c4ccncc4)nc32)cc1
1.3 | COc1ccc(-c2nc(CN3CCC(C(=O)NC(C)C)CC3)c(C)o2)cc1OC
1.1 | COc1ccc(C2C3=C(CCCC3=O)Nc3nc4ccccc4n32)c(OC)c1OC (centres undefined)
1 | Cc1ccc(C(c2sc3ncnn3c2O)N2CCC(C)CC2)cc1 (centres undefined)
1.1 | CCC(C(=O)OCCN(CC)CC)c1ccccc1 (centres undefined)
1.1 | Cc1cccc(-n2c(=O)cc(N3CCN(c4ccc(F)cc4)CC3)[nH]c2=O)c1
0.9 | COCCn1c(CN2CCN(c3ccc(F)cc3)CC2)nc2c1c(=O)n(C)c(=O)n2C
1.2 | CC(Cc1ccccc1)C(=O)N(C)Cc1ccccc1 (centres undefined)
1.2 | CCc1c2c(nc3cccc(OC)c13)OC(CC)C2 (centres undefined)
1.2 | On1c2c(c3c4nonc4ccc31)CCCC2
